Source: PubChem (several laboratories)
GDH-TPI counter: inhibits GDH-TPI coupling enzymes, artifact for Mtb FBA screen; GDH-TPI coupled enzyme counterscreen, NADH absorbance; inhibition, % at 4.8 µM; 1.2% of 360,000 active; AID 588335; in the data active = inhibition above about 30%;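 note: 0% = DMSO wells and 100% = wells lacking the enzyme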
TcdB inh: blocks C. difficile toxin B glycohydrolase activity | inhibition, % at 9.99 µM | P18177 | 0.24% of 350,000 active | TcdB glycohydrolase enzymatic assay, plate reader; in the data active = inhibition above about 10%
PfHsp40 rescue: restores yeast growth despite PfHsp40 toxicity; 0.68% of 340,000 active; S. cerevisiae expressing PfHsp40, growth rescue, ATP luminescence; growth rescue, % at 12.5 µM; in the data active = growth rescue above about 28%, passing the limit was not always enough;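 note: yeast W303a lacking pdr1 and pdr3 grown in galactose medium; growth measured after three days at 30 °C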
Mtb BioA inh: inhibitors of Mycobacterium tuberculosis BioA enzyme. purified M. tuberculosis BioA enzyme, plate reader. inhibition, % at 9.99 µM. 0.096% of 360,000 active. AID 602481; in the data active = inhibition above about 40%
Yp Topo-I inh: Y. pestis Topo-I inhibition via cleavage products; Y. pestis Topo-I cleavage product accumulation, plate reader; activity, % at 10 µM; 0.064% of 360,000 active; AID 504884; in the data active = activity above about 50%, passing the limit was not always enough; note: inactives centre near 2
FadD28 binding: M. tuberculosis FadD28 bisubstrate binding inhibition | inhibition, % at 12.5 µM | FadD28 bisubstrate probe binding, fluorescence polarization | AID 588549 | 0.22% of 360,000 active; in the data active = inhibition above about 8.5%, passing the limit was not always enough
Mtb UGM inh: blocks M. tuberculosis UGM enzyme | 0.06% of 320,000 active | purified UGM, fluorescence polarization probe displacement | AID 504406 | inhibition, % at 10 µM; in the data active = inhibition above about 10%, passing the limit was not always enough
Target sequence (P9WIQ1 whole entry, looked up): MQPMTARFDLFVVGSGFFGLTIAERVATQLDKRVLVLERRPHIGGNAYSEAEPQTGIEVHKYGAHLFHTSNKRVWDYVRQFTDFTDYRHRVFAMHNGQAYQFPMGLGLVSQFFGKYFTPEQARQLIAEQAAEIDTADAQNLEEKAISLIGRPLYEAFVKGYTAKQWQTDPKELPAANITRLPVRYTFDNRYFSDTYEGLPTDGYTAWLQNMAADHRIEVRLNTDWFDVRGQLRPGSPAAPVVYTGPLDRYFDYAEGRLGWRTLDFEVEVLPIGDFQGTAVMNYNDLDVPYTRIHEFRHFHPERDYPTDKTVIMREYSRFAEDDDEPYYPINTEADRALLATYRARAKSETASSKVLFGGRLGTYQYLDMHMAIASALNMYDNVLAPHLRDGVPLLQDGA
Mtb FBA inh: inhibitors of M. tuberculosis fructose-bisphosphate aldolase; 2.3% of 360,000 active; inhibition, % at 1 µM; AID 588726; P9WQA3; purified M. tuberculosis FBA, fluorescence read-out; in the data active = inhibition above about 27%;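 note: 0% = vehicle and 100% = reference inhibitor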
Target sequence (P9WQA3 whole entry, looked up): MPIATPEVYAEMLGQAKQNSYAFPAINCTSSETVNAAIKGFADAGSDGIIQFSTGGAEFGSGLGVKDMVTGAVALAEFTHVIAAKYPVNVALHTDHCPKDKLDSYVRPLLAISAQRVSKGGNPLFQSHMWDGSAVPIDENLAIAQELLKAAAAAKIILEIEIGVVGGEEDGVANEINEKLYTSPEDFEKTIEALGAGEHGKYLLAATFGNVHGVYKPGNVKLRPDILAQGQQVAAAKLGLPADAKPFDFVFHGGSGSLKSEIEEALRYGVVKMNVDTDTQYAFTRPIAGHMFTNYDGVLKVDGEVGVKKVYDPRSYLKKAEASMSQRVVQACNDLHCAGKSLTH
BH1578 lux ind: quorum light induction in luxS cqsA deficient V. cholerae; activation, % at 18.7 µM; 0.16% of 350,000 active; V. cholerae BH1578 lux reporter, luminescence, 6 h; in the data active = activation mostly above about 9.7%, no sharp cut-off; note: not every result past the cut was called active; inactives centre near 0; reference of the scale not given here
* marks the source's active call; other numbers are inactive results; i = inactive; . = no result given.

SMILES	GDH-TPI counter	TcdB inh	PfHsp40 rescue	Mtb BioA inh	Yp Topo-I inh	FadD28 binding	Mtb UGM inh	Mtb FBA inh	BH1578 lux ind
O=C(c1ccccn1)c1ncc(C(F)(F)F)cc1Cl	-3	.	1.7	-0.1	4	0.4	-1.7	2	1.4
Cn1c(C(=O)Nc2ccc3c(c2)OCO3)cc2c(=O)n(C)c3ccccc3c21	5	1.8	0.2	-1.1	21	0.2	2.9	2	-0.2
COc1ccc(C(=O)COC(=O)c2cc(=O)c3ccccc3o2)c(OC)c1	7	-1.3	.	-0.8	1	-2.9	.	4	-0.5
O=C(/C=C/c1ccccc1)NC1CCSC1=O (centres undefined)	6	.	-1.5	.	-1	0.6	1.3	0	-0.3
CCCSc1ccc(-c2nn(-c3ccccc3)cc2/C=C(/C#N)C(=O)NCCCOC)cc1	4	.	0.4	-2.2	-15	0.9	1.3	2	i
CCOc1ccc(NN=C(C(=O)OC)C(=O)OC)c([N+](=O)[O-])c1	-1	-0.3	-0.5	0.7	-7	-2.2	1.9	-2	-0.6
Nc1nnc2cc(Cl)ccc2n1	9	2.5	0.2	0.8	3	.	.	-1	-2.7
CCc1ccc2oc(C(=O)N3CCN(c4ccc(OC)cc4)CC3)cc(=O)c2c1	9	1.0	-0.9	-1.1	0	-0.8	-0.1	4	-6.2
CCOC(=O)c1c(N)sc(C(O)(C(F)(F)F)C(F)(F)F)c1-c1ccccc1	0	.	0.8	4.3	1	0.2	-1.7	2	-0.2
O=C(CCNS(=O)(=O)c1cccs1)NC1CCN(Cc2ccccc2)CC1	-4	-2.0	0.0	.	-8	-3.0	-0.7	2	-0.8
CN(c1ccccc1)S(=O)(=O)c1cccc(NC(=O)c2ccc(=O)[nH]c2)c1	8	0.3	-0.4	0.6	4	-1.1	1.3	1	i
O=CNc1ccc2c(c1)Cc1cccc(NC=O)c1-2	6	4.5	-0.2	1.4	-2	-3.3	.	-3	i
CCOc1ccc(-n2c(=O)c3sccc3n(Cc3cccc([N+](=O)[O-])c3)c2=O)cc1	9	2.4	-1.4	.	-3	-3.2	1.2	-7	i
Cc1ccc(C)c(NC(=O)COC(=O)c2cccc3c2C(=O)c2ccccc2C3=O)c1	5	0.9	-1.2	-3.6	9	0.0	1.3	2	i
CC(=O)Nc1cc2nc(C)n(Cc3ccc([N+](=O)[O-])cc3)c2nc1C	7	-0.2	-0.1	3.1	-5	-1.0	0.8	-3	-1.5
COCCCN(CC(=O)O)S(=O)(=O)c1ccccc1	-3	-2.2	-0.2	1.0	2	0.7	0.1	0	i
O=C(COC(=O)c1cc([N+](=O)[O-])ccc1N1CCOCC1)NCc1ccc(F)cc1	18	-0.2	1.6	-0.4	-1	-1.6	1.8	0	0.1
Cc1ccc(-n2c(SCC(=O)NCc3ccco3)nc3sc4c(c3c2=O)CC(C)(C)SC4)cc1	18	.	-0.5	-0.6	-1	-4.6	-1.0	6	-4.8
CCOC(=O)N1CCN(C(=O)c2ccc(CNS(=O)(=O)c3ccc(OC)cc3)cc2)CC1	1	.	-1.0	-1.5	6	-1.7	3.0	1	-0.3
O=c1[nH]c(=S)n(CCC2=CCCCC2)c(O)c1/C=N/N1CCOCC1	4	-2.0	.	-0.8	17	-2.7	-4.2	0	i
O=C(Nc1ccccc1Cc1ccccc1)c1oc2ccccc2c1COc1ccccc1	24	1.5	-1.2	.	-3	-2.5	0.9	1	-0.3
CC1CC(Nc2ccccc2)c2ccccc2N1C(=O)c1ccccc1F (centres undefined)	10	0.1	-0.7	-1.0	14	-0.4	-2.4	-2	-0.3
CSc1ccccc1C(=O)N1CCC(CCC(=O)NCc2ccc(F)cc2)CC1	-1	1.2	-0.5	1.1	27	-3.4	4.6	0	i
COc1ccc(C(=O)N/N=C(\C)Cn2nc([N+](=O)[O-])cc2C)cc1	15	.	0.9	5.0	-4	-2.7	-3.6	-1	-4.5
Cc1csc(=Nc2ccccc2)n1CCO	1	-1.1	-1.0	.	-9	-1.4	0.4	-4	-3.4
New compounds follow:
SMILES	GDH-TPI counter	TcdB inh	PfHsp40 rescue	Mtb BioA inh	Yp Topo-I inh	FadD28 binding	Mtb UGM inh	Mtb FBA inh	BH1578 lux ind
CCCCOc1ccc(C(C)NC(=O)CCS(=O)(=O)Cc2ccccc2Cl)cc1 (centres undefined)	4	.	-2.9	.	-8	-0.8	-0.3	2	-0.3
CN(C)c1cc[n+](CC(=O)c2ccc(OC(F)F)cc2)cc1	-15	1.3	0.2	-0.3	-3	-2.8	-0.3	-3	-0.6
Cc1occc1-c1nc(-c2ccncc2)no1	1	.	-1.7	0.1	-2	-0.3	-1.1	2	i
O=C(Cn1cnc2c(nnn2-c2cccc(F)c2)c1=O)Nc1ccc2c(c1)OCCO2	0	2.4	-0.2	-1.1	-8	-4.6	0.7	0	i
CCCC(c1nnnn1CC1CCCO1)N1CCN(c2ccccc2)CC1 (centres undefined)	3	1.0	-0.9	.	8	-2.4	0.8	2	-0.5
COC(=O)c1c(CCl)noc1C(=O)NC(C)C	1	0.8	-1.4	-0.7	5	-1.2	3.9	0	-0.8
Cc1ccc(NS(=O)(=O)c2cccc(C(=O)NCCc3c[nH]c4ccccc34)c2)c(C)c1	-8	1.5	2.2	.	-3	-3.7	2.0	-3	-0.2
COc1ccc(NC(=O)CN(C)C(=O)CCNC(=O)c2ccccc2OC)cc1	-6	0.7	1.9	-0.7	2	-1.5	1.4	0	i
CCC(C)(C)n1nnnc1C(c1cc(OC)ccc1OC)N1CCC(C(N)=O)CC1 (centres undefined)	-3	.	-0.9	0.2	10	-1.4	5.2	1	5.0
CCOC(=O)N1CCC(NC(=O)c2cnn3c2NC(c2ccco2)CC3C(F)(F)F)CC1 (centres undefined)	17	.	-0.4	-17	-3	1.4	-0.2	0	4.2
CCCCNC(=O)[C@H](Cc1c[nH]c2ccccc12)NC(=O)c1ccccc1Cl	3	0.1	0.3	-1.9	2	1.3	-1.0	2	-0.4
Cc1ccc(CNC(=O)Cn2ccc3cc(S(=O)(=O)N4CCCC4)ccc32)o1	-5	-1.5	-1.3	-0.4	4	-0.3	-0.9	1	i
CCN1CCN(Cc2ccc(NC(=O)c3ccc(C)c(NC(=O)c4nccn4C)c3)cc2C(F)(F)F)CC1	7	0.7	0.6	1.7	-5	-1.8	-0.3	-1	i
C=C(C)CNC(=S)Nc1cccc2cnccc12	-5	0.7	0.7	.	-2	-0.7	6.5	3	i
COc1cc(NC(=O)C(C)C)ccc1NC(=O)c1ccco1	11	0.8	-1.3	-0.2	1	-1.7	-2.6	-1	i
O=C(Nc1nnc(SCc2cccc3ccccc23)s1)C1COc2ccccc2O1 (centres undefined)	10	0.0	-0.4	-1.8	-2	-2.1	-0.6	0	-0.4
Nc1nc(SCc2ccccn2)c2ncn(C3CCCC3)c2n1	5	-0.3	-0.9	1.6	-1	-1.6	.	-1	1.0
O=C(COc1ccc2ccccc2c1)NNC(=O)Cc1ccccc1	-3	0.2	0.4	-1.5	7	-2.5	-1.4	1	i
OCCCCCN=c1cc(-c2ccccc2)oc2ccc(Cl)cc12	30	.	-1.1	.	-19	-2.4	1.9	-1	i
O=C(CNC(=O)c1ccco1)N/N=C/c1cccs1	7	0.2	-2.3	.	-7	-1.7	1.0	1	-0.4
Cc1ccc(OCc2nnc(SC(C)C(=O)O)n2-c2ccccc2)cc1 (centres undefined)	1	0.3	2.1	1.3	5	-1.9	1.9	1	-0.3
CCOC(=O)Cn1nc(-c2ccccc2)nc1-c1ccccc1	5	.	0.3	.	-1	-0.7	0.4	-5	-7.1
CCOc1ccc(NC(=O)COc2ccc(C(=O)NCC3CCCO3)cc2OC)cc1 (centres undefined)	0	0.5	0.0	0.4	-6	-2.9	-0.2	0	i
Cc1cn2c(-c3ccc(Cl)cc3)nnc2s1	11	0.8	0.4	-0.6	7	-2.0	0.0	5	-0.5
CC(C)NC(=O)/C(C#N)=C/c1ccc2c(c1)OCCO2	28	.	-0.4	.	1	-1.9	.	1	i

7 structures out of the list, ordered by formula weight, falling:
SMILES	GDH-TPI counter	TcdB inh	PfHsp40 rescue	Mtb BioA inh	Yp Topo-I inh	FadD28 binding	Mtb UGM inh	Mtb FBA inh	BH1578 lux ind
CCOC(=O)N1CCC(NC(=O)c2cnn3c2NC(c2ccco2)CC3C(F)(F)F)CC1 (centres undefined)	17	.	-0.4	-17	-3	1.4	-0.2	0	4.2
Cc1ccc(NS(=O)(=O)c2cccc(C(=O)NCCc3c[nH]c4ccccc34)c2)c(C)c1	-8	1.5	2.2	.	-3	-3.7	2.0	-3	-0.2
OCCCCCN=c1cc(-c2ccccc2)oc2ccc(Cl)cc12	30	.	-1.1	.	-19	-2.4	1.9	-1	i
CCOC(=O)Cn1nc(-c2ccccc2)nc1-c1ccccc1	5	.	0.3	.	-1	-0.7	0.4	-5	-7.1
COc1cc(NC(=O)C(C)C)ccc1NC(=O)c1ccco1	11	0.8	-1.3	-0.2	1	-1.7	-2.6	-1	i
CC(C)NC(=O)/C(C#N)=C/c1ccc2c(c1)OCCO2	28	.	-0.4	.	1	-1.9	.	1	i
Cc1cn2c(-c3ccc(Cl)cc3)nnc2s1	11	0.8	0.4	-0.6	7	-2.0	0.0	5	-0.5

Further structures.
SMILES	GDH-TPI counter	TcdB inh	PfHsp40 rescue	Mtb BioA inh	Yp Topo-I inh	FadD28 binding	Mtb UGM inh	Mtb FBA inh	BH1578 lux ind
COc1ccccc1NC(=O)c1ccc(-c2nn(C)c(=O)c3ccccc23)cc1	-2	0.6	1.5	.	-3	1.2	1.3	-3	-1.4
CC(C)CC[C@@H](O)[C@](C)(O)C1CC[C@@]2(O)C3=CC(=O)[C@@H]4C[C@@H](O)[C@@H](O)C[C@]4(C)C3CC[C@]12C (some centres undefined)	6	1.1	0.1	0.6	-9	0.1	3.6	1	-1.6
CC(C)NS(=O)(=O)c1ccc(NC(=O)C(C)OC(=O)CCC(=O)c2cccs2)cc1 (centres undefined)	-7	1.3	-1.5	4.0	-4	-2.5	-0.2	2	i
CC(=O)N1CCN(c2ccccc2NC(=O)c2cc3ccccc3o2)CC1	20	-0.5	2.6	3.2	11	-2.2	1.3	4	-1.9
C/C(=N/NC(=O)CSc1nc2ccccc2n1C)c1ccco1	-7	1.4	1.5	5.5	13	0.7	0.2	4	-14
Cc1cccc(C(=O)N2CCC(C)(C(=O)NS(=O)(=O)C3CC3)C2)c1C (centres undefined)	-6	1.1	.	0.6	-3	-0.1	.	1	-0.7
Cc1ccc(C)c(N(Cc2ccccc2F)S(C)(=O)=O)c1	11	.	0.2	-3.1	-5	-1.3	5.1	0	i
CNC(=S)N/N=C/c1ccc2c(c1)OCCO2	19	0.6	1.4	.	0	-3.2	-1.2	-1	-2.9
CCN1CCc2c(C#N)c(NCc3ccccc3)nc(N(CC)CC)c2C1	11	.	0.4	.	10	-3.7	2.0	0	3.3
CCN(CC)C(=N)/C(C#N)=N/Nc1ccc(C)cc1	27	6.4	-0.2	0.7	-7	-0.6	1.8	-4	-1.0
CC1(C)Cc2c(c(-c3ccccc3)[nH]c(=O)c2C#N)CO1	22	.	0.0	0.3	6	0.1	-1.7	5	-0.7
O=C(CCN1C(=O)COc2ccccc21)NCCCN1CCN(c2ccc(F)cc2)CC1	9	.	-0.2	0.5	6	-1.0	1.2	4	-0.3
CC(N=C1NS(=O)(=O)c2ccccc21)c1ccccc1 (centres undefined)	2	.	0.8	-0.7	1	-4.3	-0.8	0	i
Cc1ccccc1COc1ccc(/C=C(\C#N)C(N)=O)cc1	-3	0.9	-0.2	0.5	16	-2.8	-2.1	-3	-0.9
O[C@@H]1CN(Cc2cccs2)[C@@H](c2ccc(Cl)cc2)C[C@H]1n1cc(C2CC2)nn1	-8	0.0	.	1.7	9	-3.9	.	0	i
C[C@H](NC(=O)[C@H](Cc1ccccc1)n1c(=O)[nH]c2ccccc2c1=O)C(=O)N1CCC(C(=O)O)CC1	2	0.9	-0.3	-0.6	0	-1.5	0.2	2	-0.6
CCOC(=O)c1cc(-c2ccc3c(c2)OCO3)nc2onc(C)c12	13	.	-0.1	-1.9	4	-0.2	-0.7	5	.
COc1ccc(N2CC(C(=O)NCCc3c[nH]c4ccccc34)CC2=O)cc1 (centres undefined)	9	-2.9	-0.5	-4.1	-9	1.0	-1.1	4	-0.2
CCOC(=O)c1ccc(CC(=O)c2oc3cc(O)ccc3c2C)o1	6	-4.4	2.1	-1.0	8	-0.1	-2.2	17	-0.5
